# High-throughput results from PubChem.
# A3A deaminase: blocks human APOBEC3A ssDNA deamination; recombinant A3A, FAM/TAMRA ssDNA deamination fluorescence; inhibition, % at 20 µM; 330,000 tested, 0.41% active;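 active means at least 40% inhibition at 20 µM here, with at most 30% in a related deaminase screen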;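 further: plate controls were A3A with DMSO for no effect and wells lacking A3A enzyme for full effect; some results filed as inactive read as strong as hits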
# ATG4B inh: ATG4B (human) cysteine protease inhibition. AID 504462. ATG4B cleavage of LC3-PLA2, NBD-HPC fluorescence, 1 h. inhibition, % at 8.33 µM. Q9Y4P1. 340,000 tested, 0.51% active; in the data active means inhibition above about 40%
# A3G deaminase: APOBEC3G (human) deaminase inhibition. 330,000 tested, 0.28% active. recombinant A3G, ssDNA deamination FAM/TAMRA fluorescence. inhibition, % at 20 µM. Q9HC16;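 active means inhibition of at least 40% at 20 µM, with no more than 30% in the related APOBEC3A deaminase screen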;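 further: plate controls were DMSO wells with A3G for no effect and wells lacking A3G enzyme for full effect; some compounds called inactive have numbers as strong as hits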
# Target sequence (Q9HC16 whole entry, looked up): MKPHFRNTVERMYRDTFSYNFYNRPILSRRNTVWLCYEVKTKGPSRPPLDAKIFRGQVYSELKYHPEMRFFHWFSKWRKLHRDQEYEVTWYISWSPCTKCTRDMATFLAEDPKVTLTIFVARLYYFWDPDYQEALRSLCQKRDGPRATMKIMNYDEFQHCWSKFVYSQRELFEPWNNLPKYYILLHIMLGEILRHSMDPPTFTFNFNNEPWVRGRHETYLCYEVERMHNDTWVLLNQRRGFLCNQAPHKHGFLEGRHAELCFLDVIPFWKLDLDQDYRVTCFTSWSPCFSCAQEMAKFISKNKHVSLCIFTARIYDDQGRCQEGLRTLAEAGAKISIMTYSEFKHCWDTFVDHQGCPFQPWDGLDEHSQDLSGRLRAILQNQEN
# hIAP activ: increases human intestinal alkaline phosphatase activity; P09923; purified human IAP, CDP-Star luminescence, 30 min; hits give high values; 1 = vehicle-only enzyme, 0 = enzyme-free background; activation factor at 10 µM; 330,000 tested, 0.16% active; AID 2524;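 active means activation factor of the enzyme at least 2-fold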; further: the source names both 10 and 20 µM as test concentration; values of inactives mirror those of a sister screen read the other way
# Target sequence (P09923 whole entry, looked up): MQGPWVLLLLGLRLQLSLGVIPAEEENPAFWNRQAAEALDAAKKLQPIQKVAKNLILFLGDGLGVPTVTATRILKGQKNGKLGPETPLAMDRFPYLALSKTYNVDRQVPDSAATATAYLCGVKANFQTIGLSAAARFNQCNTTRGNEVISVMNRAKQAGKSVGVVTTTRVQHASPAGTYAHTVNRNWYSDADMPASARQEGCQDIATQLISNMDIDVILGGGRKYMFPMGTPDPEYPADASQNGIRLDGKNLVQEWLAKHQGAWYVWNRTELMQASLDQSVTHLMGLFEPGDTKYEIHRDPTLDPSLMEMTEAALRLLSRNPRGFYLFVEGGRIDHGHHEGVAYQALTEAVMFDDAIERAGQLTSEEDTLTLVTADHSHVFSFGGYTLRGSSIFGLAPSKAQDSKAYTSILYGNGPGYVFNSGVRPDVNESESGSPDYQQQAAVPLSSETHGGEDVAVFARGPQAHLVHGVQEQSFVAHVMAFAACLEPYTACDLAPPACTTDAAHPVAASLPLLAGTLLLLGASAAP
# hIAP block: blocks human intestinal alkaline phosphatase; P09923; purified IAP, CDP-Star luminescence, 30 min; inhibition, % at 10 µM; 330,000 tested, 0.12% active; AID 2544;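 active means inhibition reaching a set limit with compound at 10 µM in the primary screen, cut at about 35% in these data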;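 further: plate controls were DMSO wells with enzyme for no effect and no-enzyme buffer wells for full effect; values of inactives mirror those of a sister screen read the other way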
# mIAP block: mouse IAP inhibition; purified mouse IAP, CDP-Star luminescence, 30 min; inhibition, % at 10 µM; 330,000 tested, 0.2% active;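 active means inhibition of at least 40% at 10 µM in the primary screen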;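 further: plate controls were DMSO with enzyme for no effect and no enzyme wells for full effect; values of inactives mirror those of a sister screen read the other way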
# beta cell repl: MIN6 beta-cell proliferation induction; proliferation, % at 10 µM; MIN6 cells proliferation, ATPlite luminescence, 48 h; cells starved in 0.2% serum; 100% = growth in 10% serum; 330,000 tested, 0.29% active;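 active means compounds whose signal lies at least 3.5 SD above the mean of all wells on their plate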;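 further: 0% = DMSO-treated cells in low-serum medium and 100% = 10% serum control; some compounds called inactive have numbers as strong as hits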
# mIAP act: increases mouse intestinal alkaline phosphatase activity. muIAP, CDP-Star luminescence, 30 min; hits give high values; 1 = vehicle-only enzyme signal, 0 = enzyme-free wells. activation factor at 10 µM. AID 2805. 330,000 tested, 0.24% active;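 active means activation factor of at least 2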; further: the source names both 10 and 20 µM as test concentration; values of inactives mirror those of a sister screen read the other way
#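 Assay system: mouse IAP enzyme; reagent: chemiluminescent substrate CDP-Star; dosing: test compounds delivered from DMSO solution; schedule: 30 min at room temperature; measured by: luminescence from enzymatic CDP-Star hydrolysis; controls: DMSO-only wells and no-enzyme negative control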
# MPTP inh: permeability transition pore inhibition; isolated mouse mitochondria, Ca2+ swelling absorbance, 30 min; inhibition, % at 10 µM; 360,000 tested, 1.4% active; AID 602449;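 active means inhibition of 50% or more, scaled per plate between neutral and stimulator controls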;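 further: 0% = DMSO wells given calcium and 100% = 1 mM EGTA wells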
# * marks the source's active call; other numbers are inactive results; x = no result given. Random draw from the library (roughly 3.3% active in at least one column).
molecule	A3A deaminase	ATG4B inh	A3G deaminase	hIAP activ	hIAP block	mIAP block	beta cell repl	mIAP act	MPTP inh
O=C(Cc1cccc2ccccc12)Nc1ccccc1C(=O)O	4	-9	1	1	-2	6	0	0.94	11
Cn1c(=O)c([N+](=O)[O-])c(NCC(O)c2ccccc2)c2ccccc21 (stereo not drawn)	-2	-14	-5	0.93	7	-4	0	1	0.8
CCN1CCC(NC(=O)Nc2ccc(F)cc2)CC1	2	0	0	0.9	10	0	2	1	1.8
O=C(CN1CCN(Cc2ccc(Cl)cc2)CC1)N1CCc2ccccc21	4	0	-8	1	-2	-1	1	1	-0.8
COc1cc(NC(=O)COc2ccc(Cl)cc2)ccc1-c1cc2ccccc2oc1=O	-1	8	-4	0.9	10	2	-4	0.98	14
CC1(C)CC(=O)C(C=NC2CC(C)(C)NC(C)(C)C2)=C(O)C1	-5	-10	0	1	-5	-3	-3	1	-2.0
COc1ccc(-c2noc(CCC(=O)NCCCN3CCN(c4ccccc4F)CC3)n2)cc1	-2	8	4	1	-4	4	-4	0.96	55*
Cc1cccc(N2CCN(S(=O)(=O)c3c(C)nc4scc(C)n4c3=O)CC2C)c1 (stereo not drawn)	-3	1	-9	0.87	13	4	0	0.96	-0.2
O=C(NCc1ccccc1)c1nc[nH]c1C(=O)N1CCN(c2ccccc2)CC1	-5	-6	-11	1.1	-9	10	0	0.9	1.0
c1ccc(-c2cn3c(n2)CCC3)cc1	-6	12	-7	0.85	15	0	-1	0.99	1.4
O=C(Nc1ccncc1)c1cc(F)cc(F)c1	-4	-9	-7	0.81	19	0	-3	1	-4.0
CCC(=O)Nc1sc2c(c1C#N)CCCCC2	4	-10	-5	0.97	3	7	-3	0.93	-6.1
Cc1ccc(-c2cc(Cc3ccc(F)cc3)c(=O)[nH]n2)cc1	-6	-6	-2	0.97	2	-2	1	1	2.6
c1ccc(-n2ncc3c2ncn2nc(-c4ccco4)nc32)cc1	8	-3	20	0.48	52*	30	-3	0.7	-1.0
O=C(NCCSCc1c(F)cccc1Cl)Nc1ccccc1	-1	-2	-6	1.1	-9	-75	-1	1.7	1.0
COc1ccc(/C=C/C(=O)c2cc3cccc(OC)c3oc2=O)cc1	-8	12	-6	0.97	3	-8	0	1.1	-5.5
Cc1ccc(C(C(=O)NC2CCCCC2)N2CCCC2)cc1 (stereo not drawn)	-4	-3	-5	0.87	13	1	-1	0.99	-0.2
CCN(CC)S(=O)(=O)c1cc(C(=O)OCC(=O)Nc2ccc(-c3nc4ccc(C)cc4s3)cc2)ccc1F	-1	-14	-4	0.9	10	5	0	0.95	2.7
CCCCC(=O)N1C/C=C\C(c2ccc(OC)cc2)N(Cc2ccc(F)cc2)C(=O)[C@H]1Cc1ccccc1 (stereo partly drawn)	0	-5	0	0.97	3	2	-8	0.98	0.2
CCn1c(SCC(=O)NC2CC2)nnc1-c1ccc(OC)cc1	-2	-2	-5	1.1	-7	-2	1	1	-0.6
CC1CCCCN1C(=O)CN(C)S(=O)(=O)c1cccc2nsnc12 (stereo not drawn)	-4	1	-2	0.94	6	6	0	0.94	-0.6
Nc1[nH]n(-c2ccccc2)c(=O)c1N=Nc1ccccc1	1	-5	-6	0.99	1	21	-1	0.79	1.2
CC(C)OCCCN1CC(=O)N2C(c3cccc([N+](=O)[O-])c3)c3[nH]c4ccccc4c3C[C@H]2C1=O (stereo partly drawn)	-4	-16	-11	0.92	8	6	-4	0.94	-1.4
CC(C)(C)C(=O)Nc1ccc(C(=O)N/N=C/c2ccccc2OC(=O)c2ccccc2)cc1	-14	0	-5	2	-99	0	-3	1	0.9
CC(C)(C)NC(=O)CCCCCCCC(=O)NC(C)(C)C	2	4	6	0.95	5	5	2	0.95	0.9
Cc1ccnc(NC(=O)C2CCN(S(=O)(=O)c3cccc4nsnc34)CC2)c1	-1	-11	-3	1.1	-6	13	1	0.87	-0.3
O=C(NCC1CCCO1)c1ccc2c(c1)N(Cc1ccc(F)cc1Cl)C(=O)CS2 (stereo not drawn)	-7	4	-7	1	0	4	0	0.96	-2.6
O=C(O)CCC(=O)N(Cc1ccco1)c1nc(-c2ccccc2)cs1	3	6	1	0.83	17	-2	1	1	2.9
Cc1ccc(NC(=O)CNC(=O)COc2ccccc2)nc1	-2	0	-10	1.1	-14	3	-2	0.97	-0.1
CCN(CC(=O)Nc1cc(Cl)ccc1C)C(=O)CCS(=O)(=O)c1ccc(C)cc1	21	-7	-8	0.99	0	3	-4	0.97	-0.3
CCCCCCCCOc1ccc(C2OC34CCCCC3C(C#N)(C#N)C2(C#N)C(=N)O4)cc1 (stereo not drawn)	-6	-8	-10	0.98	2	11	-2	0.89	-5.2
Brc1ccc(-c2csc(N/N=C/c3ccc4c(c3)OCO4)n2)cc1	-3	-1	-7	0.87	13	5	-2	0.95	11
O=C(O)C1CCCCC1C(=O)Nc1ccccc1F (stereo not drawn)	2	8	0	1.1	-11	1	-4	0.99	-1.3
O=C(NCc1ccccc1)C1=C[C@H](c2ccccc2)C[C@H](OCc2ccc(CO)cc2)O1	5	0	2	0.99	1	-1	-7	1	0.7
Cc1ccc(NC(=O)[C@H](Cc2ccccc2)NC(=O)C2CCNCC2)cc1	-5	-7	-4	1.4	-37	10	0	0.91	-1.7
Cc1cccc(NC(=S)NC(=O)C(c2ccccc2)c2ccccc2)n1	0	-17	-8	1.2	-21	0	-2	1	0.9
CC(C)N(C(=O)Cn1cc(SCC(=O)NCC2CCCO2)c2ccccc21)C(C)C (stereo not drawn)	5	1	1	1	-2	19	-2	0.81	0.9
COc1ccccc1OCCCCCCN1CCOCC1	1	-3	-4	1.1	-12	-5	-3	1.1	-2.8
COc1cccc(/C=N/NC(N)=S)c1OS(=O)(=O)c1ccccc1	-6	-8	-7	0.96	4	-1	3	1	0.5
C/C(CC(C)C)=N\Nc1ccc(S(N)(=O)=O)cc1[N+](=O)[O-]	0	-5	-5	0.79	21	18	-2	0.82	-1.5

# Entries of single compounds from above. Screens in order: A3A deaminase, ATG4B inh, A3G deaminase, hIAP activ, hIAP block, mIAP block, beta cell repl, mIAP act, MPTP inh
# CC(C)OCCCN1CC(=O)N2C(c3cccc([N+](=O)[O-])c3)c3[nH]c4ccccc4c3C[C@H]2C1=O (stereo partly drawn) is listed as -4, -16, -11, 0.92, 8, 6, -4, 0.94, -1.4
# CCn1c(SCC(=O)NC2CC2)nnc1-c1ccc(OC)cc1 is listed as -2, -2, -5, 1.1, -7, -2, 1, 1, -0.6
# Cc1ccc(NC(=O)CNC(=O)COc2ccccc2)nc1 is listed as -2, 0, -10, 1.1, -14, 3, -2, 0.97, -0.1

# (cont.)
molecule	A3A deaminase	ATG4B inh	A3G deaminase	hIAP activ	hIAP block	mIAP block	beta cell repl	mIAP act	MPTP inh
CS(=O)(=O)Oc1ccc2c(c1)O/C(=C\c1cccnc1)C2=O	-3	-7	-3	0.83	17	-1	1	1	1.3
Cc1ccc(S(=O)(=O)Nc2cccc(/C=C/C(=O)O)c2)cc1	-2	-3	0	1	-3	-4	-2	1	-0.4
CC(=O)CSc1nnc(-c2ccncc2)n1C	1	-3	-2	1	-2	2	-1	0.98	-0.8
CCN(c1ccccc1)S(=O)(=O)c1cc(C(=O)Oc2ccc3c(C)cc(=O)oc3c2)ccc1C	-2	6	-6	0.98	2	-3	-1	1	0.4
CN(C(=O)CN1C(=O)CCSc2ccc(S(=O)(=O)N3CCCC3)cc21)c1ccccc1	-3	3	-5	0.94	6	5	1	0.95	-1.5
COc1ccc(C(C)(C)C)cc1NC(=O)COc1ccc(-c2nnco2)cc1	-3	-11	-8	0.86	14	-23	2	1.2	1.4
COc1ccc(CC(=O)Nc2nc(-c3ccc(F)c(F)c3)cs2)cc1OC	-3	-18	-8	1	-4	-26	-4	1.3	108*
CCOC(=O)c1cnc2ccc(C(=O)OC)cc2c1Nc1cccc(C(=O)O)c1	3	-3	-10	0.86	14	6	0	0.94	3.6
Cc1sc2ncn3ncnc3c2c1C	0	0	-2	1	0	0	1	0.99	0.2
CCN1C(=O)/C(=C2/C=CC=CN2C)OC1=S	-4	-3	-4	0.77	23	12	-1	0.88	-2.0
Cc1ccc(-c2csc(NC(CO)c3nc4ccccc4n3CCOCCO)n2)cc1 (stereo not drawn)	-2	-3	-2	0.95	5	10	5	0.9	-1.7
O=C(NC1CC1)C1CCN(C2CCN(Cc3ccccc3C(F)(F)F)CC2)CC1	-3	20	-2	1.3	-31	1	-3	0.99	-2.8
COc1ccc(CN(C)CC2CCCN(CCc3ccc(Cl)cc3)C2)cc1OC (stereo not drawn)	-2	6	4	1.4	-36	24	-4	0.76	1.8
O=C(c1ccc(S(=O)(=O)Nc2ccc(F)cc2)cc1)N1CCN(c2ccccn2)CC1	0	-15	-10	0.98	2	-5	-3	1	-1.4
Cc1ccc(S(=O)(=O)N2CCN(S(=O)(=O)N3CCOCC3)CC2)cc1	-4	-15	-6	1.1	-8	-11	-2	1.1	-0.7
Cc1cs/c(=N/C(=S)Nc2ccccc2)n1C	1	2	2	1	-3	9	-2	0.91	-1.5
CC(C)C(C(=O)NC1CCCC1)N(Cc1ccco1)C(=O)CNS(=O)(=O)c1ccccc1 (stereo not drawn)	-6	4	-5	1.3	-30	-10	0	1.1	0.8
CCn1c(SCC(=O)NC2CCCC2)nnc1-c1ccncc1	-1	-2	-9	0.99	1	-9	0	1.1	0.8
Cc1ccc(CC(CC(=O)O)C(=O)NC2CCCCC2)cc1 (stereo not drawn)	1	-3	0	0.94	6	0	-3	1	-0.3
CCC(CC)C(=O)Nc1nnc(SCC(=O)NC2CC2)s1	-3	3	-8	1.1	-9	-10	-2	1.1	-0.1
O=C(NCc1ccco1)C1CC(=O)N(c2ccc(F)cc2)C1 (stereo not drawn)	-1	-7	-4	0.83	17	6	-2	0.94	0.2
CCOC(=O)c1cc2c(nc1NC(=S)NCc1ccccc1)CCCC2	-2	1	-5	1.4	-41	6	-2	0.94	1.1
C/C(=C\CCC1(C)C2CC3C(C2)C31C)C(=O)O (stereo not drawn)	-3	0	-6	1.1	-6	-6	3	1.1	5.3
Cc1ccc(C(=O)NC(=S)NNC(=O)CC#N)cc1	-1	-10	19	0.95	5	17	-3	0.83	1.1
COc1cccc(/C=C2\SC(=S)N(N3CCOCC3)C2=O)c1OC	1	-2	-8	0.9	10	4	-4	0.95	0.9
CCC(C)c1ccc(NC(=S)NCc2cccs2)cc1 (stereo not drawn)	-3	28	-5	0.96	4	-72	-6	1.7	97*
COc1ccc(OC)c(CN2CCC(C(=O)N3CCOCC3)CC2)c1	0	4	-2	0.95	5	-1	-1	1	-1.4
CSc1nc(N)nc2c1ncn2CC(=O)NCCCN1CCCC1=O	-1	x	-6	0.87	13	-13	0	1.1	-0.4
CS(=O)(=O)N1CCN(C(=O)CCc2ccccc2)CC1	-3	-6	-9	0.97	3	2	1	0.98	1.0
CCCC1CC(C(=O)Nc2ccccc2)C(=O)O1 (stereo not drawn)	0	-7	-1	0.9	10	1	-3	0.99	2.3
COc1ccc2nc3oc(C(=O)N4CCCCC4)cc3cc2c1	2	-18	0	1.1	-6	1	-2	0.99	-0.5
Cc1ncoc1C(=O)Nc1ccc(Oc2ccccc2)cc1	2	-12	-5	0.85	15	7	-2	0.93	0.6
